AmpC det inh – Promiscuous and Specific Inhibitors of AmpC Beta-Lactamase (assay with detergent). Potency, µM (series often up to 28.7 µM), inactives show top-dose activity change, negative = inhibition. AID 584, 2007. actives 0.09% (n = 71,000). purified AmpC, nitrocefin hydrolysis with detergent; active = well fitted curve in the direction sought with a large enough effect
Target sequence (P00811 whole entry, looked up): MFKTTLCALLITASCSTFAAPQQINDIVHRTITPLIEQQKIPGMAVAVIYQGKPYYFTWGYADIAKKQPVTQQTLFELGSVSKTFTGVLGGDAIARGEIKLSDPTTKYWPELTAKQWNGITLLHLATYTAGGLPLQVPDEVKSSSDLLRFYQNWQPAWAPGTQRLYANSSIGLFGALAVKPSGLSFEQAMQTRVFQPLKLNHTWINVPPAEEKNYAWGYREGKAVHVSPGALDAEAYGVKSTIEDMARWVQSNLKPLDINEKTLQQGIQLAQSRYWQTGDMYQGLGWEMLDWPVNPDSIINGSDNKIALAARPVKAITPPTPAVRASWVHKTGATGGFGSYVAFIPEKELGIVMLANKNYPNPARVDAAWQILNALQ
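E. coli AmpC (5.3 nM) in 20 mM phosphate pH 7.0 with 0.01% Triton X-100, preincubated 15 min RT with compound; nitrocefin (2 uL of 800 uM stock) hydrolysis followed by 480 nm absorbance every 20 s over 4 min.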
* marks the source's active call; other numbers are inactive results; [ ] = remark or other dose. % is set by controls: 0 for no effect and ±100 for the full control effect; potency is the fitted concentration of half-maximal effect. An excerpt; the hit share may differ from the screen's.

mol,AmpC det inh
CC1(C)CC(=O)C(C=Nc2ccncc2)=C(O)C1,5%
COc1ccccc1-c1nnc(SCC(=O)Nc2nc(-c3ccccc3)cs2)n1C,15%
COc1cccc(NS(=O)(=O)c2ccc(Br)s2)c1,-7%
CC(C)(C)NC(=O)[C@@H]1C[C@H]2CCCC[C@@H]2CN1C[C@H](O)[C@H](Cc1ccccc1)NC(=O)[C@@H](CC(N)=O)NC(=O)c1ccc2ccccc2n1,0%[12.8 µM]
CC(C)Cn1c(=O)c(C(=O)NCc2ccccn2)c(O)c2ccccc21,10%
COc1ccccc1C(=O)N1CCN(C(=O)c2ccncc2)CC1,9%
CCOc1ccc(C2C=C(c3ccc(C)cc3)Nc3ncnn32)cc1 (configuration not stated),-4%
O=C(CNS(=O)(=O)c1cccc(C(F)(F)F)c1)Nc1ccccc1F,1%
O=C(CN1C(=O)c2cccc3cccc1c23)NCc1cccnc1,-4%
O=C(Nc1ccc(Br)cc1F)c1ccc2c(c1)N(Cc1ccccc1)C(=O)CS2=O (configuration not stated),6%
OCC#Cc1cnc2ccccc2c1,3%
Fc1ccccc1COc1cccc(/C=N/n2cnnc2)c1,7%

More entries.
mol,AmpC det inh
COc1cccc(-c2cc3nc(-c4ccccc4)cc(N4CCC5(CC4)OCCO5)n3n2)c1,0%
COCCOC(=O)C1=C(C)NC2=C(C(=O)CCC2)C1c1ccc(N(C)C)cc1 (configuration not stated),1%
O=C(CN1CCCCC1)Nc1cccc(-n2cnnn2)c1,1%
C=CCn1c(C)cc(C(=O)COc2nncc3ccccc23)c1C,-4%
CC(=O)N(c1cccc(Br)c1)C1C=CS(=O)(=O)C1 (configuration not stated),-3%
CCOc1ccccc1-n1c(SCC(N)=O)nnc1-c1ccc(O)cc1,8%
CN(C(=O)CSc1nc2c(c(=O)[nH]1)CCCC2)C1CCCCC1,-1%
O=C(N=C1SCC(=O)N1c1ccccc1Cl)c1ccco1,-1%
COc1ccc(CCn2c(=O)[nH]c3cc(C(=O)NCCCN4CCOCC4)ccc3c2=O)cc1OC,-2%
O=P1(O)C=C(c2ccccc2)OC(c2ccccc2)=C1,-8%
CC(C)c1ccc(S(=O)(=O)N2CCN(C(=O)c3cccc(F)c3)CC2)cc1,-3%
ON1C2CCCCC2N(O)C1c1c(F)c(F)c(F)c(F)c1F (configuration not stated),0%

Further results follow.
mol,AmpC det inh
Cc1csc(NC(=O)CSc2nnc(-c3ccccn3)n2-c2ccc(C)c(C)c2)n1,-4%
Cc1ccc2c(c1)c1c3n2CCN(C(=O)Cn2c(-c4ccccc4)noc2=O)C3CCC1 (configuration not stated),0%
NC(=O)c1ccccc1N/C=C/C(=O)c1ccccc1,-2%
CCOC(=O)c1ccccc1NC(=O)c1cccs1,9%
COc1ccc(-c2noc(-c3ccco3)n2)cc1OC,-1%
Cc1ccc(C(=O)COC(=O)c2ccc(Br)o2)cc1C,5%
CCc1c(C)[nH]c(=S)c(C#N)c1C,-4%
COc1ccccc1-c1nnc2sc(COc3ccc(Cl)cc3)nn12,2%
O=C(NCCCc1ccccc1)c1ccncc1,8%
O=C(CCSc1nc(-c2ccco2)cc(C(F)(F)F)n1)N1CCN(c2ccccc2)CC1,-5%
CN(C)S(=O)(=O)N(CC(=O)Nc1ccccc1F)c1ccccc1,-2%
Cc1csc(Sc2nc3c(c(=O)[nH]c(=O)n3C)n2Cc2ccccc2Cl)n1,-4%

(further entries)
mol,AmpC det inh
CCCCOc1ccc(-c2ncc(C(=O)OCC)c(N)n2)cc1,0%
COc1ccn(C)c(=O)c1C#N,0%
COc1ccccc1N1CC(C(=O)Nc2cccc(C(=O)O)c2)CC1=O (configuration not stated),-3%
NS(=O)(=O)c1ccc(CCNC(=O)C2CCCCN2S(=O)(=O)c2ccccc2)cc1 (configuration not stated),-5%
O=C(O)C1C2C=CC(C2)C1C(=O)NCCC1=CCCCC1 (configuration not stated),11%
Cc1ccc(-c2nn3c(C)nnc3s2)cc1NC(=O)c1ccc(-c2cccc(Cl)c2)o1,2%
Cc1cc(C(=O)N2CCN(C/C=C/c3ccccc3)CC2)cs1,-1%
CCCc1ccc(C(=O)N2CCN(c3ccccc3OCC)CC2)cc1,-2%
CCCCOc1ccc(C(=O)Nc2ccc(N3CCN(C)CC3)cc2)cc1,-3%
CCOC(=O)c1cc(NC(=O)SCC(=O)O)c(C)nc1C,1%
CN(C(=O)COc1ccccc1)c1nnc(-c2cccnc2)s1,8%
Cc1ccc(N(CC(=O)NC2CC3CCC2C3)S(C)(=O)=O)cc1C (configuration not stated),6%

The listing continues:
mol,AmpC det inh
O=C(CCN1C(=O)c2ccccc2C1=O)Nc1ccc2c(c1)OCCO2,-2%
c1ccc(-n2nnc3cnccc32)cc1,-4%
CC(NC(=O)OCc1ccccc1)C(=O)N1CC(O)CC1C(=O)O (configuration not stated),-4%
c1ccc2c(c1)NC1(CCCC1)n1c-2nc2ccccc21,-3%
Cc1nc(NC2=NCN(CCCN3CCOCC3)CN2)nc2c(C)cccc12,-3%
Cc1ccc(OCc2nc(C#N)c(NCCCn3ccnc3)o2)cc1,-1%
CC(=O)COc1cc(C)cc2oc(=O)c(C)c(C)c12,-3%
CC1CCCC(NC(=O)C2CCN(S(=O)(=O)N3CCOCC3)CC2)C1C (configuration not stated),-3%
COc1ccc(C(=O)NCC23C=CC(O2)C2C(=O)N(Cc4ccccc4)C(=O)C23)cc1 (configuration not stated),5%
O=C(NCCCN1CCOCC1)c1cc2c(s1)CSC2,11%
COc1ccc2c(CSc3nc4nc(C)cc(C)n4n3)cc(=O)oc2c1,-6%
CCOC(=O)NC1(C(F)(F)F)NC(=O)N(Cc2ccco2)C1=O (configuration not stated),-1%

Later entries:
mol,AmpC det inh
CCn1c(SCC(=O)C(C)(C)C)nnc1-c1cnccn1,-1%
C=CCn1c(SCC(=O)NC2CCS(=O)(=O)C2)nc2scc(C3CC3)c2c1=O (configuration not stated),0%
O=C(CN1C(=O)c2ccccc2C1=O)NC1(C(=O)O)CCCC1,-3%[5.75 µM]
CC1(c2ccccc2Cl)NC(=O)N(CC(=O)NC(=O)NCc2ccco2)C1=O (configuration not stated),11%
CCc1nnc(NS(=O)(=O)c2ccc(NC(=O)OC)cc2)s1,-3%
COc1ccc(C)cc1NC(=O)c1cc2cc3ccc(C)cc3nc2o1,-3%
O=C(CSc1nnc(CNC(=O)c2cccs2)o1)Nc1cccc(C(F)(F)F)c1,-4%
O=C1C=C(NCc2ccco2)CCC1,0%
CCc1ccc2nc(NC3=NCN(CCOC)CN3)nc(C)c2c1,11%
c1ccc2c(c1)CCCC2C1=NCCN1 (configuration not stated),0%
COc1cccc(NC=C2C(=O)OC(C)(C)OC2=O)c1,14%
CCCn1c(C)nc2c(c1=O)c1nc3ccccc3nc1n2CCc1ccccc1,-1%

Continued:
mol,AmpC det inh
CCN(CCNC(=O)C1CCN(S(C)(=O)=O)CC1)c1ccccc1,-1%
CSc1[nH]c(=O)c(C(=O)O)cc1C#N,-2%
O=C1C2C3C=CC(C3)C2C(=O)N1CCN1CCN(S(=O)(=O)c2ccc3ccccc3c2)CC1 (configuration not stated),12%
COc1cccc(OC)c1OCCNC[C@@H]1CSc2ccccc2O1,-2%
CCCN1C(=O)c2ccc(C(=O)Nc3cc(C)on3)cc2C1=O,-3%
NC(N)=NCc1cccc(I)c1,-3%
CCc1ccccc1N=C1SCC(=O)N1C,-2%
COc1ccc(S(=O)(=O)NCc2ccc3c(c2)OCO3)cc1C(=O)O,7%
COC(=O)c1cc2sc(Cl)cc2n1CC(=O)N1CCCc2ccccc21,-1%
CC(C)c1ccc(NC(=O)c2cnn(-c3ccccc3)c2NC(=O)c2ccco2)cc1,2%
CCCC12CN3CC(C)(CN(C1)C31CCCCC1)C2=O,0%
O=C(Oc1ccccc1)c1cccc(N2C(=O)CCC2=O)c1,0%

(next part)
mol,AmpC det inh
CN1CCN(c2ccc(Cl)cc2NC(=O)c2ccc(S(=O)(=O)N3CCCCCC3)cc2)CC1,13%
O=C(CSc1nnc(Cc2ccccc2)o1)NC1CC2CCC1C2 (configuration not stated),-7%
CCCCCCC=O,7%
O=C(Cn1nnc(-c2ccccc2NC(=O)c2ccco2)n1)NC1CCCCC1,1%
CCn1c(-c2cc(Br)ccc2O)n[nH]c1=S,10%
c1ccc(OCCCc2nc(-c3ccncc3)no2)cc1,-5%
C=CCn1c(SCC(=O)Nc2ccccc2OC)nnc1-c1ccccn1,15%
O=C(CSc1ncn[nH]1)Nc1cccc2ccccc12,-8%
N#CCCn1c(=O)c(-c2cccs2)nc2cnc(N3CCNCC3)nc21,-1%
Cc1ccc(-c2nn3c(C)nnc3s2)cc1NC(=O)c1cccnc1,8%
CN(C)c1ccc(/C(=N\O)c2ccccc2)cc1,7%
C=CCNc1nc(N)c(C(=O)Nc2cc(C)on2)s1,-2%

Other results.
mol,AmpC det inh
CNC(=O)/C(=N\O)c1ccccc1,-5%
Cc1cc(=O)oc2c(CN3CCOCC3)c(O)ccc12,7%
COc1ccccc1-c1cc(C(=O)Nc2cc(C)n(Cc3ccc(Cl)cc3)n2)no1,-2%
O=C(NCc1ccco1)C1CCN(S(=O)(=O)N2CCC3(CC2)OCCO3)CC1,2%
Cc1cc(C(N)=O)c2cc(Br)ccc2n1,-3%
OC[C@@H]1NC[C@@H](O)[C@H]1O,1%
CCOC(=O)N1CCC(NCCNC(=O)c2ccc(Cl)cc2)CC1,-4%
CCOC(=O)CCc1nc2ccccc2[nH]1,-4%
C=CCNS(=O)(=O)c1ccc(OC)c(C)c1,10%
Cc1noc(C)c1COC(=O)Cc1ccc(Cl)c(Cl)c1,10%
Cc1cccc(NCc2ccccc2O)c1C,38%
CC1CCCN(CC(O)COc2ccc(Cl)cc2)C1 (configuration not stated),1%

Continued:
mol,AmpC det inh
O=C1C2C(C(=O)N1Cc1ccco1)C1C=CC2C12CC2 (configuration not stated),-3%
Cc1ccc(Cn2c(SCc3cccnc3)nc3c2c(=O)n(C)c(=O)n3C)cc1,-3%
Cc1ccc(S(=O)(=O)O)c(C)c1N1CCCC1=O,-3%
CCc1ccccc1N1CSC2=C(C#N)C(c3ccccc3F)CC(=O)N2C1 (configuration not stated),2%
Cc1cc(NCCN(C)C)n2nc(-c3cccs3)cc2n1,-1%
C(=N\c1nccs1)/c1c[nH]c2ccccc12,-1%
COC(=O)C1=C(N)OC2=C(C(=O)CC(C)(C)C2)C1c1ccoc1 (configuration not stated),8%
CCN1CCCC1CNC(=O)Cn1cnc2ccc(S(=O)(=O)N3CCC(C)CC3)cc2c1=O (configuration not stated),-3%
c1csc(Cc2nc3ccccc3[nH]2)c1,-4%
Cc1ccc(-c2nnn(CC(=O)N3CCN(c4nc5ccccc5s4)CC3)n2)cc1,5%
COc1cccc(N2CC(C(=O)Nc3c(C)cccc3C)CC2=O)c1 (configuration not stated),-4%
COc1cc2nc(CN3CCN(c4ncc(C(F)(F)F)cc4Cl)CC3)[nH]c(=O)c2cc1OC,-4%

Carrying on:
mol,AmpC det inh
Cc1ccc(S(=O)(=O)NCc2ccccc2)cc1,-2%
N#C/C=C1\Sc2ccccc2C(=O)N1CC(=O)N1CCN(S(=O)(=O)c2ccccc2)CC1,-5%
c1ccc(-c2ccccc2-n2cnnn2)cc1,9%
Cc1nc2c(O)cccc2c(=O)[nH]1,2%
COc1ccc(N2C(=O)C3C4C=CC(C4)C3C2=O)nn1 (configuration not stated),0%
CCc1cc2c(=O)c(-c3nc4ccccc4n3C)c(C(C)C)oc2c(CN2CCN(C)CC2)c1O,5%
CCCc1cc(C(=O)Nc2sc(C(C)=O)c(C)c2C(=O)OCC)no1,13%
CC1(C)CC(=O)C2=C(C1)N(c1cccc(O)c1)C1=C(C2)C(=O)CC(C)(C)C1,-5%
CCCCOC(=O)Nc1nnc(COc2ccccc2)s1,6%
O=C(CCS(=O)(=O)c1ccc(Br)cc1)N1CCC2(CC1)OCCO2,-4%
OC/C(Br)=C(\Br)CO,8%
CCNc1c(N)c(=O)oc2ccccc12,4%

Further records:
mol,AmpC det inh
O=C(Cc1ccccc1)OCc1ccccc1,10%
CC1(C)Cc2c(c(-c3ccccc3)[nH]c(=O)c2C#N)CO1,7%
O=C1c2ccccc2C(=O)N1Cc1ccc2c(c1)OCO2,-6%
Nc1ccn([C@@H]2O[C@H](COC(=O)C34CC5CC(CC(C5)C3)C4)[C@@H](O)[C@@H]2O)c(=O)n1,-3%[5.75 µM]
O=C(O)c1cccc(N2C(=O)CCC2=O)c1,1%
Cc1cc(C)n(-c2nc(C)nc3sc4c(c23)CCC(C)C4)n1 (configuration not stated),-5%
